MPTP block = blocks calcium-induced mitochondrial swelling; AID 602449; inhibition, % at 10 µM; isolated mouse mitochondria, Ca2+ swelling absorbance, 30 min; 1.4% of 360,000 active;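 active = inhibition of 50% or more, scaled per plate between neutral and stimulator controls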;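 also: 0% = DMSO wells given calcium and 100% = 1 mM EGTA wells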
tim10-1 inh = inhibits growth of tim10-1 mutant yeast; 2.2% of 330,000 active; S. cerevisiae tim10-1 ts strain growth, BacTiter-Glo, 24 h; inhibition, % at 20 µM;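 active = inhibition of at least 40%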;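 also: mutant grown at 25 °C; 0% = DMSO wells with yeast and 100% = wells holding no yeast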
MIN6 prolif = induces beta-cell replication in MIN6 cells; proliferation, % at 10 µM; MIN6 cells proliferation, ATPlite luminescence, 48 h; cells starved in 0.2% serum; 100% = growth in 10% serum; 0.29% of 330,000 active; AID 2380;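 active = compounds whose signal lies at least 3.5 SD above the mean of all wells on their plate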;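 also: 0% = DMSO-treated cells in low-serum medium and 100% = 10% serum control; some compounds called inactive have numbers as strong as hits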
APJ antag = blocks the human apelin receptor APJ; P35414; CHO-K1 APJ beta-arrestin complementation, luminescence; inhibition, % at 20 µM; 0.32% of 330,000 active;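 active = inhibition above about 40% at 20 µM, limit read from the data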;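 also: cells challenged with 10 nM apelin-13 agonist together with compound; plate controls were apelin-13 plus DMSO wells for no effect and DMSO wells lacking apelin-13 for full effect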
Target sequence (P35414 whole entry, looked up): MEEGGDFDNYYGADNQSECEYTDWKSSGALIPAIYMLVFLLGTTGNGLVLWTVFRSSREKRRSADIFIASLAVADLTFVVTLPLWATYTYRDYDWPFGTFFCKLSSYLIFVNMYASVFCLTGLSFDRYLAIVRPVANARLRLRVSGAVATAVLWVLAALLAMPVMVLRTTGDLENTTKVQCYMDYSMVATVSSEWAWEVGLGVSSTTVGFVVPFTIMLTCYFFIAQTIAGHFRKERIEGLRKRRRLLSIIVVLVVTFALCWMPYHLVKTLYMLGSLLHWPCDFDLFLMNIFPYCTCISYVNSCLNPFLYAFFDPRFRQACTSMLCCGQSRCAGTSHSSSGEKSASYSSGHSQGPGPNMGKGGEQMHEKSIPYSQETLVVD
TIM10 inh = inhibits growth of TIM10 yeast strain; S. cerevisiae TIM10 strain growth, BacTiter-Glo luminescence, 24 h; inhibition, % at 10 µM; 1.4% of 330,000 active; AID 463195;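 active = inhibition of 40% or more at the single tested concentration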;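 also: wild-type TIM10 isogenic control strain grown at permissive 25 °C; 0% = DMSO yeast wells and 100% = minimal medium wells without yeast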
GRIN3A LBD mod = NR3A (human) ligand-binding domain modulation; NR3A LBD differential scanning fluorimetry, Tm shift; 0% = protein alone, 100% = glycine-bound protein; Tm shift relative to glycine control, % at 25 µM; 2.5% of 340,000 active; AID 1259313;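 active = melting temperature shift of at least 10% of the positive control shift, at one fixed dose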
tim23-1 inh = tim23-1 yeast growth inhibition; S. cerevisiae tim23-1 growth, BacTiter-Glo luminescence, 24 h; inhibition, % at 20 µM; 1.3% of 330,000 active; AID 463212;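 active = growth inhibition of the mutant yeast at or above 50%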;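 also: temperature-sensitive mutant grown at 25 °C; plate controls were DMSO-treated mutant yeast for no effect and medium wells lacking yeast for full effect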
NLRP3 yeast inh = blocks the NALP3 inflammasome reconstituted in yeast; Yeast reconstituted NLRP3/ASC/caspase-1, beta-gal luminescence, 24 h; inhibition, % at 10 µM; 0.39% of 330,000 active; AID 2825;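 active = inhibition of 50% or more; inactive = inhibition below 50%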;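 also: plate controls were induced DMSO wells for no effect and uninduced yeast grown without galactose for full effect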
APJ ag = agonists of human APJ apelin receptor; AID 2520; CHO-K1 APJ PathHunter beta-arrestin, luminescence; 0% DMSO wells, 100% apelin; activation, % at 20 µM; 0.11% of 330,000 active; P35414;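 active = activation more than six SD over the plate average, tested at 20 µM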;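 also: 0% = DMSO alone and 100% = apelin-13 at 10 nM; some results filed as inactive read as strong as hits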
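Assay system – PathHunter CHO-K1 APJ (AGTRL-1) beta-arrestin reporter cells · Compound – one dose, 20 µM compound, 1% DMSO · Timing – compound 90 min 25 °C, reagent 1 h · Measured by – luminescence from split beta-galactosidase complementation, Galacton Star/Emerald II substrate · Measure – beta-arrestin recruitment to APJ as agonist activity, luminescent signal · Benchmarks – DMSO vs Apelin-13 10 nM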
The depositor's hits bear a star; nt = not tested or not shown. Not all compounds are listed (hit frequency here may not be typical).

SMILES	MPTP block	tim10-1 inh	MIN6 prolif	APJ antag	TIM10 inh	GRIN3A LBD mod	tim23-1 inh	NLRP3 yeast inh	APJ ag
CCCc1nc2ccccc2c(=O)n1-c1ccc(O)cc1	-1.9	14	-2	-32	-4	-3	16	4	-3
Cc1ccc(N2C(=O)NC(=O)C3(Cc4ccccc4N4CCCC43)C2=O)cc1 (configuration not stated)	2.0	14	-3	10	16	-1	20	4	-1
CCn1c(O)c(C=Nc2ccc(N3CCOCC3)c(Br)c2)c(=O)n(CC)c1=S	3.7	16	0	-8	17	4	20	17	0
CCC(=NCc1cccnc1)c1c(O)n(C2CCCCC2)c(=O)[nH]c1=O	5.9	32	-2	-12	13	-5	16	7	-1
CCOc1ccc(-c2cc(C)[n+](CCc3ccc(OC)c(OC)c3)c(-c3ccc(OCC)cc3)c2)cc1	-1.5	37	-5	-4	14	-3	-2	13	-3
CC1CCCN(C(=O)CN2C3CCC2CC(O)(c2ccc(F)cc2)C3)C1 (configuration not stated)	0.0	-10	0	9	1	-1	-3	-4	-2
CCOc1cc(CNC(C)C(O)c2ccccc2)cc(Cl)c1OCC (configuration not stated)	0.3	10	-1	-23	-6	-2	1	48	-2
Cc1ccc2c(c1)C1CN(C)CCC1N2C(=S)Nc1cccnc1 (configuration not stated)	-0.3	-7	2	-3	5	-2	-6	15	0
CC(=O)Nc1ccc(C(=O)OCC(=O)Nc2ccc(Cl)cc2C(=O)c2ccccc2)cc1	-1.8	26	0	-8	-3	-2	24	27	-5
CC(=O)O[C@H]1CCC2C3CCC4=CC(=O)CCC4=C3C=C[C@@]21C (some centres not stated)	0.1	7	5	0	8	0	4	20	-2
C[C@@H]1O[C@@H](O[C@@H]2C=C3CCC4C(CC[C@]5(C)[C@@H](c6ccc(=O)oc6)CC[C@]45O)[C@@]3(C)CC2)[C@H](O)[C@H](O)[C@H]1O (some centres not stated)	-1.4	13	-4	-8	-1	0	14	-3	11
Cc1ccc(N)c(C)c1	-1.5	-5	2	3	-5	2	2	11	-2
Nc1c(C(=O)NCCN2CCOCC2)c2nc3ccccc3nc2n1Cc1ccco1	-5.6	4	1	0	1	-2	-6	17	-1
Cc1ccc(C2SCC(=O)Nc3c2c(=O)[nH]n3C2CCOC(C)(C)C2)cc1 (configuration not stated)	-2.8	-16	-3	11	-3	9	-7	1	-6
CC(C)(C)NC(=O)CN1CCCN(C(=O)COc2ccc(Cl)c3ccccc23)CC1	1.5	4	0	-4	9	0	11	17	-2
CCCC(=O)c1cc(CP(=O)(OCC)OCC)oc1C	1.8	-1	0	12	-18	1	12	12	-1
COc1ccc2c3c1OC1[C@H](O)CCC4[C@@H](C2)N(C)CC[C@]314 (some centres not stated)	-2.6	10	-3	2	3	1	7	12	-2
O=C(Nc1ccc2c(c1)OCO2)c1cn(Cc2ccc(F)cc2)nn1	-1.0	5	-1	-3	-4	-2	-12	13	-1
NS(=O)(=O)c1ccc(N=Cc2c(O)n(-c3ccccc3)c(=O)[nH]c2=O)cc1	-0.9	1	8.2*	18	2	-2	3	11	-1
COc1ccc2ccc(O)c(CN3CC=C(c4ccccc4)CC3)c2c1	4.2	22	-4	-21	-3	-1	8	11	-2
CC(C)c1oc(=O)cc2c1[C@@H](O)[C@H]1OC(=O)[C@@]3(C)CC[C@@H](O)[C@@]2(C)C13 (some centres not stated)	-2.7	-11	-3	-3	-6	0	6	9	-1
CNCCc1c[nH]c2ccccc12	-2.5	13	-4	-3	0	1	4	11	-5
CC(=O)N(C1=NCCCS1)c1ccc(F)cc1	0.0	5	-3	-8	8	5	7	1	-5
CCn1c(C)c(C(=O)NCCc2ccccc2)c2cc(OC)ccc21	0.1	29	3	-2	22	-2	36	5	-2
CCCn1cc(C(=O)O)cn1	-0.6	-13	-1	-5	-8	0	-3	-1	-3
CCC1(c2cccc(O)c2)CCCCN(C)C1 (configuration not stated)	-1.7	-20	-3	7	-5	-2	-6	0	-7
CCOC(=O)c1c(N)n(CCN2CCOCC2)c2nc3ccccc3nc12	-0.9	0	-3	17	5	0	39	14	-3
O=C(COC(=O)Cc1ccccc1)NC12CC3CC(CC(C3)C1)C2	-0.6	31	-2	-2	18	0	39	-6	0
N#CCCn1cc(C(=O)Nc2ccc(F)cc2)c(-c2ccccc2)n1	1.3	20	1	21	18	-2	9	30	-2
CC1(C(=O)O)CCCC2(C)c3cc(O)ccc3CCC12 (configuration not stated)	1.8	-23	-1	2	-27	2	-19	33	-1
Cc1ccccc1-n1c(C)nc2ccccc2c1=O	-1.6	-5	-1	-11	11	1	-5	14	0
O=C(O)CCn1cc(C=C2C(=O)NC(=S)NC2=O)c(-c2cccc(Br)c2)n1	-1.7	23	-3	4	17	-2	8	18	-1
C=CCN1C(=O)C2(C(C(=O)OCC)=C(N)Oc3c2c(=O)oc2ccccc32)c2ccccc21 (configuration not stated)	-0.1	33	2	-7	14	0	34	-14	-3
CCCCCCCCCCCCCCCC[N+](C)(C)C	3.8	-15	-8	21	29	-11	44	60*	-1
FC(F)(F)c1ccccc1NC1=NCCCS1	-0.5	5	0	9	7	1	6	17	0
CCCS(=O)(=O)N1CCCC(C(=O)N2CCC3(CC2)OCCO3)C1 (configuration not stated)	0.3	13	1	-17	-9	0	20	12	3
Cn1cc[n+](C)c1P(=S)(c1ccccc1)c1ccccc1	-1.5	1	0	11	-7	1	-5	15	-4
CSc1ccc(CN2CCN(C(=O)Cc3ccccc3)CC2)cc1	1.1	-19	2	1	13	0	11	-21	-1
C[C@@]1([C@@H](NP(=O)(c2ccccc2)c2ccccc2)c2ccccc2)C[C@H]1CCO	-0.5	29	6	-2	26	0	27	10	-4
Cc1cc(/C=C2\C(=O)NC(=O)N(c3cccc(F)c3)C2=O)c(C)n1-c1cc(C(=O)O)cc(C(=O)O)c1	0.3	-18	3	11	-23	-1	3	22	-3

Gathered by group, the entries above with a COOH group (4)
SMILES	MPTP block	tim10-1 inh	MIN6 prolif	APJ antag	TIM10 inh	GRIN3A LBD mod	tim23-1 inh	NLRP3 yeast inh	APJ ag
CCCn1cc(C(=O)O)cn1	-0.6	-13	-1	-5	-8	0	-3	-1	-3
CC1(C(=O)O)CCCC2(C)c3cc(O)ccc3CCC12 (configuration not stated)	1.8	-23	-1	2	-27	2	-19	33	-1
O=C(O)CCn1cc(C=C2C(=O)NC(=S)NC2=O)c(-c2cccc(Br)c2)n1	-1.7	23	-3	4	17	-2	8	18	-1
Cc1cc(/C=C2\C(=O)NC(=O)N(c3cccc(F)c3)C2=O)c(C)n1-c1cc(C(=O)O)cc(C(=O)O)c1	0.3	-18	3	11	-23	-1	3	22	-3

Remaining list, next part.
SMILES	MPTP block	tim10-1 inh	MIN6 prolif	APJ antag	TIM10 inh	GRIN3A LBD mod	tim23-1 inh	NLRP3 yeast inh	APJ ag
CCCCCn1c(=O)c(C(=O)Nc2ccccc2)c(O)c2ccccc21	8.6	-19	-4	-2	-19	-2	-5	7	0
COC(=O)C1=C(c2ccc(F)cc2F)C[C@@H]2CC[C@H]1N2C(=O)NC1CC1	-1.3	-12	-3	-3	0	-1	7	-1	0
O=Cc1cn(Cc2ccc(F)cc2)c2ccccc12	5.4	17	-2	18	9	0	18	14	0
COc1ccc(/C=C2/C(=O)N(Cc3ccco3)C(=O)N(C(C)C)C2=O)cc1	-2.1	9	-2	7	-4	2	8	3	-2
COc1ccccc1N1CCN(Cc2ccc3c(c2)OCO3)CC1	1.1	-6	-2	-2	0	3	12	5	-3
O=Cc1cn(Cc2c(F)cccc2Cl)c2ccccc12	17	4	-4	7	2	2	35	21	-3
COc1ccc(CCNCC2CCCO2)cc1 (configuration not stated)	0.2	0	-1	-9	-4	2	-11	20	-1
c1ccc(C2N3CCCN23)cc1 (configuration not stated)	-2.6	10	-1	-8	-11	0	1	7	4
C=Cn1ccnc1P(=S)(c1ccc(N(C)C)cc1)c1nccn1C=C	-0.4	23	-1	12	23	-16	35	-5	-5
CCC(=NC1CC1)c1c(O)n(C2CCCCC2)c(=O)[nH]c1=O	-0.8	27	-2	15	-1	2	15	-19	3
O=[N+]([O-])c1cc(F)c(N2CCCC2)cc1N1CCNCC1	nt	6	-2	4	14	nt	3	10	-1
COc1ccc(O)c(CN2CCCC(C(=O)c3ccccc3SC)C2)c1 (configuration not stated)	0.8	9	-6	13	-2	1	3	20	-3
Cc1ncc([N+](=O)[O-])n1CCOc1nonc1N	-1.4	-1	1	0	-4	-2	-2	8	-4
CCC1=CCN(CCc2c(C)[nH]c3ccccc23)CC1	0.5	31	-3	7	7	0	4	0	-5
CC(C)=CCC12CN3CCN(CC(C3)C1=O)C2	0.9	6	-1	0	3	0	6	4	0
COc1cc2c(cc1OC)[C@@H]1C(=O)c3ccc4c(c3O[C@@H]1CO2)C[C@H](C(C)C)O4	96*	6	-4	-2	13	1	24	6	9
COc1ccc(NC(=O)CN2CC=C(c3ccccc3)CC2)cc1S(=O)(=O)N1CCOCC1	-0.1	-5	0	-2	2	0	15	18	-1
COc1cccc(C(=O)C2CCCN(Cc3ccccn3)C2)c1 (configuration not stated)	-1.5	20	0	-12	-3	-2	4	13	-4
Cn1c(O)c(C=NCCCN2CCCC2=O)c(=O)n(C)c1=O	-2.5	-7	-2	9	1	-7	-12	-4	1
CCOP(=O)(OCC)c1cccc(OP(=O)(c2cccc([N+](=O)[O-])c2)c2cccc([N+](=O)[O-])c2)c1	1.5	10	1	6	3	3	-1	10	-1
Cn1cc(C(O)CN2CCCCC2)c2ccccc21 (configuration not stated)	0.7	-8	-4	10	5	-6	0	10	-2
CCCCn1c(O)c(C(C)=NCc2cccnc2)c(=O)[nH]c1=O	2.0	2	-4	5	4	-2	-11	14	-2
O=C(N=Nc1c(O)[nH]c(=O)[nH]c1=O)C1COc2ccccc2O1 (configuration not stated)	1.3	18	-2	-3	1	0	8	-7	-1
COC(=O)C1=C(c2cc3ccccc3s2)C[C@@H]2CC[C@H]1N2C(=O)NCC1CC1	1.6	9	2	6	-4	-1	14	15	-4
CN1CCN(c2ccc(C(F)(F)F)cc2N)CC1	-0.4	12	-1	-1	6	-1	6	11	-3
CCCCn1c(=O)c(C=Nc2cc([N+](=O)[O-])ccc2OC)c(O)n(CCCCl)c1=O	0.5	18	-3	9	26	-5	19	11	-3
CCN(CC)c1ccc(/C=C2/C(=O)NC(=O)N(CC3CCCO3)C2=O)cc1 (configuration not stated)	11	11	0	1	-9	9	14	-4	13
CC1(C)CC(=O)C=C(NCCN2CCN(C(=O)Cc3ccc(Cl)cc3)CC2)C1	-2.3	1	-1	15	3	-1	10	14	-1
CCN(CC)CCCN=Cc1c(O)n(-c2cccc(C)c2C)c(=O)[nH]c1=O	-1.0	-1	-3	-4	-10	11*	7	9	-6
O=C(O)c1nn(Cc2ccc(Cl)cc2Cl)c2ccccc12	-1.4	-5	-6	7	-2	1	-5	17	-1
CC1=CC2/C=C(\C)CCC(O)C(O)/C=C/C(=O)C23C(=O)NC(CC(C)C)C3C1C (configuration not stated)	-2.6	29	-6	19	9	0	18	12	-1
COC(=O)c1c(C)n(Cc2ccccc2)c2ccc(O)cc12	0.7	39	-3	2	-2	14*	28	0	3
c1cc2c(cc1CCNC1C3CC4CC(C3)CC1C4)OCO2 (configuration not stated)	0.5	-11	-3	1	7	-1	-4	6	1
C/C(=N\N1CCCCCC1)c1c(O)n(-c2ccc(C)cc2)c(=O)[nH]c1=O	-1.3	37	0	1	35	-2	16	-22	-1
